CHO parental Ca = signal in parental CHO cells, OX1R antagonist counter-screen; parental CHO-K1, ATP-induced calcium, Fluo-8 fluorescence; inhibition, % at 5.6 µM; 0.63% of 330,000 active;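 active = inhibition above that plate's mean sample inhibition plus 3 SD, cut at about 26% in these data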;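 also: 0% = ATP-challenged DMSO wells and 100% = DMSO wells without ATP; some compounds past the cut are filed as inactive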
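Test system: untransfected parental CHO cell line; also added: ATP stimulus; dosing: 5.6 µM, single dose; signal: calcium-sensitive Fluo-8 fluorescence; measure: percent inhibition of ATP-evoked calcium rise, normalized to controls; benchmarks: low control ATP plus DMSO, high control DMSO only; replication: one well per compound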
M1 antag = human CHRM1 antagonism; P11229; CHO-K1 hM1, Fluo-8 calcium fluorescence, ACh EC80 antagonist; inhibition, % at 3 µM; 1.3% of 360,000 active;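 active = percent inhibition above its own plate's cutoff, namely the mean of that plate's compound wells plus 3 SD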;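 also: peak over basal fluorescence ratio during 140 s after agonist addition; 0% = ACh EC80 plus DMSO and 100% = DMSO alone without agonist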
Target sequence (P11229 whole entry, looked up): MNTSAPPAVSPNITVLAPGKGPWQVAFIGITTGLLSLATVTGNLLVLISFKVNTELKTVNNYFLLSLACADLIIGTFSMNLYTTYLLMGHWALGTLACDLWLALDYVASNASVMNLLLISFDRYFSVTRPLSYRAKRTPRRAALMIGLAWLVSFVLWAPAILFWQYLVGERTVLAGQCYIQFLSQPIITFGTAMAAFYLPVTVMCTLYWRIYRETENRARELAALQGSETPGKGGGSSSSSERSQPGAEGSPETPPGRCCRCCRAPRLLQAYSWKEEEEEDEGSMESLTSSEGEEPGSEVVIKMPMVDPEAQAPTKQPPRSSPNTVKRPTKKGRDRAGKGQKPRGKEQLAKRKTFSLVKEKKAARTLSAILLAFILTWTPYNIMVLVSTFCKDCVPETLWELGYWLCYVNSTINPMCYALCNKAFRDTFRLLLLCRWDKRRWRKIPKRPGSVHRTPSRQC
CHO-K1 Ca antag = M1 antagonist counterscreen hit in parental CHO-K1 cells; ATP-induced calcium, Fluo-8 fluorescence; inhibition, % at 3 µM; 0.6% of 360,000 active; AID 602250;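 active = inhibition above a per-plate cutoff, the plate's mean sample inhibition plus 3 SD, cut at about 24% in these data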;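 also: 0% = DMSO plus EC80 ATP and 100% = DMSO alone without ATP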
M1 ag parental = nonselective activator or artifact in parental CHO-K1 cells; 0.48% of 360,000 active; Fluo-8 calcium fluorescence; scaled to maximal ATP response, vehicle zero; activation, % at 3 µM; in the data active = activation above about 15%;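 also: untransfected CHO-K1 host cells lacking M1 receptor as counterscreen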
M1 PAM parental = counter-screen for M1 PAMs: effect in parental CHO-K1 cells. ATP EC20, Fluo-8 calcium fluorescence; 0% at ATP EC20, 100% at ATP max. activation, % at 3 µM. 0.02% of 360,000 active. AID 602247;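 active = activation above the run cutoff, the mean activation of all test compounds plus 3 SD, cut at about 40% in these data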;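 also: peak over basal fluorescence ratio in a 140 s read after ATP addition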
TAAR1 antagonist = human TAAR1 antagonism | inhibition, % at 3 µM | Q96RJ0 | 1.5% of 360,000 active | AID 624466 | CHO RD-HGA16 TAAR1, Fluo-8 calcium fluorescence, antagonist;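 active = inhibition above a per-plate cutoff, the mean inhibition of test compounds on that plate plus 3 SD, cut at about 49% in these data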;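 also: 0% = DMSO plus EC80 beta-PEA response and 100% = DMSO alone without agonist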
Target sequence (Q96RJ0 whole entry, looked up): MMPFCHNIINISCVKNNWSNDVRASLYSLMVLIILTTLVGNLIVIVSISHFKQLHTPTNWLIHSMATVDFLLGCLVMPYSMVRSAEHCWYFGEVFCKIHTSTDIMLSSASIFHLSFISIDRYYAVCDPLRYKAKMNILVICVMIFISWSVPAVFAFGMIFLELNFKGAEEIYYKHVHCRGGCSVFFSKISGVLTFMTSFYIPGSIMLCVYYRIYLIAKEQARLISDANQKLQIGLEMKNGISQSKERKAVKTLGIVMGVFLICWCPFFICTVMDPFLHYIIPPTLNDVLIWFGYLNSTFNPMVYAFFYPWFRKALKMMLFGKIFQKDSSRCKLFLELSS
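System: RD-HGA16 CHO cells with stable hTAAR1 and Gα16 | Probe or stimulus: EC80 β-phenethylamine stimulus | Dosing: 3 µM, single point | Times: Dye loading 75 min at 37 °C, then 30 min room temperature | Measured by: Fluo-8 calcium-sensitive fluorescence | Read-out basis: % inhibition of agonist calcium response | Replicates: n of 1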
CHRM1 PAM = positive allosteric modulators of human M1 muscarinic receptor. 0.088% of 360,000 active. AID 588819. CHO-K1 hM1, Fluo-8 calcium fluorescence, ACh EC20; 0% = ACh EC20, 100% = maximal ACh. P11229. activation, % at 3 µM; in the data active = activation above about 19%, passing the limit was not always enough
TAAR1 agonist = human TAAR1 agonism | AID 624467 | Q96RJ0 | 0.99% of 360,000 active | CHO RD-HGA16 TAAR1, Fluo-8 calcium fluorescence; vehicle wells 0%, saturating PEA agonist 100% | activation, % at 3 µM;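 active = activation above the mean activation of all test compounds in the run plus 3 SD, cut at about 38% in these data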
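Test system: RD-HGA16 (CHO) cells co-expressing Gα16 and hTAAR1; dosing: one-point dosing at 3 µM (nominal); timing: 17-24 h seeding, 75 min 37 °C dye, 30 min RT; signal: kinetic Fluo-8 calcium fluorescence; read-out basis: % activation relative to PEA EC100 response; controls: DMSO and PEA EC100; replicates: n 1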
M1 ag = activates human CHRM1 receptor; P11229; CHO-K1 hM1, Fluo-8 calcium fluorescence, agonist mode; 0% DMSO, 100% acetylcholine EC100; activation, % at 3 µM; 0.33% of 360,000 active; AID 588814;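 active = activation above the run's mean compound activation plus 3 SD, cut at about 16% in these data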;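 also: peak over basal fluorescence ratio within a 140 s kinetic read after compound addition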
The depositor's hits bear a star; / = no result given.

SMILES | CHO parental Ca | M1 antag | CHO-K1 Ca antag | M1 ag parental | M1 PAM parental | TAAR1 antagonist | CHRM1 PAM | TAAR1 agonist | M1 ag
CC[C@]12c3[nH]c4cc(-c5ccco5)ccc4c3CCN1C(=O)[C@@H](CC(=O)NC(C)(C)C)C[C@@H]2C(=O)N1CCN(C(=O)c2ccco2)CC1 | -25 | -18 | -12 | 0.2 | 13 | -7 | 8 | -1 | -5
Cn1c(SCC(=O)c2ccc(-c3ccccc3)cc2)nnc1-c1ccco1 | -4 | 3 | 7 | 2.2 | 6 | -5 | 3 | 12 | -2
O=C(COc1nsnc1N1CCOCC1)Nc1ccccc1Cl | -18 | -12 | -19 | 1.4 | 18 | -18 | 7 | 2 | -5
CC1=NN(c2cccc(C(=O)O)c2)C(=O)/C1=C\C=C\c1ccco1 | -11 | -25 | -12 | -0.1 | 19 | -9 | 3 | -4 | -3
CC1(Oc2cccc(C#N)c2)CCN(Cc2csc3ccccc23)C1 (stereo unspecified) | / | 0 | -7 | -0.6 | 17 | -14 | -3 | 7 | -7
NS(=O)(=O)c1ccc(CNC(=O)c2ccc3c(c2)OCO3)cc1 | -1 | 2 | -4 | 0.3 | -6 | 6 | -3 | 6 | -1
N/C(=N\c1nc2c(c(=O)[nH]1)CCC2)Nc1cccc(Cl)c1 | -8 | -5 | 3 | 0.0 | 7 | -10 | 7 | 11 | 2
CC(Cc1ccccc1)C(=O)NCc1ccncc1 (stereo unspecified) | -9 | 17 | -7 | 0.3 | 7 | 3 | -12 | 8 | -13
COc1ccccc1C(=O)Nc1c(C(=O)N2CCN(C)CC2)oc2ccccc12 | -11 | -6 | -9 | 4.9 | 11 | 9 | 5 | 3 | -1
COc1cccc(CNC(=O)C2CCN(Cc3cnn(-c4ccccc4)c3-n3cccc3)CC2)c1 | -22 | -3 | -9 | 0.2 | 4 | -22 | 2 | 3 | -4
O=C(CC(c1ccccc1)c1ccccc1O)NCCN1CCOCC1 (stereo unspecified) | 1 | -6 | -11 | 0.1 | 17 | -7 | 5 | 2 | -5
C=CCNC(=S)N1CCN(S(=O)(=O)c2ccc(C)cc2)CC1 | -7 | -1 | -9 | 2.5 | 22 | 8 | 9 | 2 | 0
COc1ccc(C(=O)Nc2ccc3c(c2)n(C)c(=O)n3C)cc1OC | -3 | -14 | -3 | 0.4 | 10 | -10 | 13 | 0 | -1
O=C(CSc1nc(=O)n2ccccc2n1)N1CCC(Cc2ccccc2)CC1 | -24 | 2 | -3 | 5.0 | 17 | 10 | -2 | 7 | 2
O=C(COc1ccc(Cl)cc1)Nc1nnc(C2=COCCO2)o1 | -15 | -10 | -15 | -0.3 | 2 | -16 | 10 | 2 | -2
Cc1ccc(NC(=O)c2ccc(NS(=O)(=O)/C=C/c3ccccc3)cc2)nc1 | -19 | -3 | 4 | 0.8 | 6 | -26 | 5 | 0 | -2
c1ccc(CSc2ccc(-c3cccs3)nn2)nc1 | -9 | -9 | -19 | 2.2 | 24 | -14 | 6 | 3 | -7
COc1cccc(CNC(=O)C2CCN(S(=O)(=O)c3cnc[nH]3)CC2)c1 | 4 | -23 | -9 | 0.1 | 12 | -5 | 4 | 8 | -1
COc1ccc(-n2cc(CNCC3CCOCC3)c(-c3cccc(F)c3)n2)cc1 | -29 | -19 | -16 | 0.9 | 13 | 3 | 9 | 6 | -4
Cc1nn(C)c(C(=O)NNC(=O)NC2CCCCC2)c1Cl | / | -6 | -7 | 2.4 | -16 | -30 | 1 | 3 | 1
COc1cc(/C=C/c2nc3ccccc3c(=O)[nH]2)cc(Br)c1O | 11 | -7 | -16 | 0.5 | 23 | -10 | 10 | 1 | 0
COc1ccc(NC(=O)c2ccc(OCc3c(C)noc3C)c(OC)c2)cn1 | -9 | -7 | 0 | 1.6 | 3 | 1 | 6 | 4 | 0
CCC(=O)c1ccc(OCC(=O)OCC(=O)Nc2sccc2C(N)=O)cc1 | 5 | 9 | 9 | 13 | 1 | 25 | -4 | 19 | 3
CCOC(=O)CNC(=O)Nc1ccccc1C(=O)OC | 1 | -21 | -8 | 0.5 | 25 | -8 | 6 | 16 | -2

Random excerpt: three compounds from above.
SMILES | CHO parental Ca | M1 antag | CHO-K1 Ca antag | M1 ag parental | M1 PAM parental | TAAR1 antagonist | CHRM1 PAM | TAAR1 agonist | M1 ag
COc1ccc(-n2cc(CNCC3CCOCC3)c(-c3cccc(F)c3)n2)cc1 | -29 | -19 | -16 | 0.9 | 13 | 3 | 9 | 6 | -4
CCOC(=O)CNC(=O)Nc1ccccc1C(=O)OC | 1 | -21 | -8 | 0.5 | 25 | -8 | 6 | 16 | -2
Cc1ccc(NC(=O)c2ccc(NS(=O)(=O)/C=C/c3ccccc3)cc2)nc1 | -19 | -3 | 4 | 0.8 | 6 | -26 | 5 | 0 | -2

(continued)
SMILES | CHO parental Ca | M1 antag | CHO-K1 Ca antag | M1 ag parental | M1 PAM parental | TAAR1 antagonist | CHRM1 PAM | TAAR1 agonist | M1 ag
C/C(=N\NS(=O)(=O)c1ccc(Cl)c([N+](=O)[O-])c1)c1cc2ccccc2o1 | 0 | -5 | 3 | 0.1 | 8 | -11 | 8 | 5 | -2
CCCc1nc(NCc2ccco2)c(C#N)c2c1COC(C)(C)C2 | -12 | -5 | -6 | 0.4 | 20 | -11 | 3 | -4 | -4
Cn1c(=O)n(C)c2cc(S(=O)(=O)O)ccc21 | 1 | -10 | -8 | 0.5 | 22 | 7 | 9 | -1 | -4
Cc1ccc(C(=O)N2CCCCC2C(=O)O)o1 (stereo unspecified) | -3 | 7 | 2 | 0.3 | -12 | -7 | 0 | 1 | -1
C=CCn1c(Cc2csc(N)n2)nnc1SCC(=O)Nc1ccccc1C(F)(F)F | -7 | -7 | -24 | 1.0 | 12 | 10 | 4 | 15 | -3
CCN(CC)c1ccc(S(=O)(=O)N2CCOCC2)cc1NC(=O)COC(=O)c1cccnc1SC | 0 | 3 | 8 | -0.3 | -29 | -11 | 4 | 1 | -1
Cc1[nH]c2ccccc2c1C(=O)COc1ccccc1F | 15 | 19 | 0 | 1.5 | -3 | -2 | -6 | 5 | -4
O=CNc1ccc2c(c1)Cc1cccc(NC=O)c1-2 | / | -12 | -11 | 1.2 | 25 | 12 | 8 | 1 | -1
O=C(NCC(=O)N1CCN(C(=O)c2ccco2)CC1)c1cccc(Cl)c1 | -11 | -14 | -9 | 0.0 | 9 | 23 | 18 | 5 | -2
CCCC(=O)Nc1ccc(NC(=O)c2cccs2)cn1 | 8 | 16 | 11 | 0.3 | -5 | -6 | -10 | 2 | -2
CCOC(=O)c1cc(C)n(-c2ccc(Cl)cc2)c1C | -7 | -8 | -10 | 0.1 | 8 | -2 | 0 | 7 | -5
COC(=O)CC1c2cc(OC)c(OC)cc2CC(=O)c2cc(OC)c(OC)cc21 (stereo unspecified) | -14 | -3 | -4 | 0.5 | 18 | -2 | 5 | 6 | -4
COc1ccc(CCNC(=O)c2cc(S(=O)(=O)N3CCCC3)cn2C)cc1OC | 1 | -12 | -16 | 0.3 | -3 | -5 | 5 | 2 | 0
CCNC(=S)N/N=C(\C)c1cccc(C(F)(F)F)c1 | -12 | 0 | -10 | 0.0 | 14 | -4 | 3 | -1 | -5
O=C1Nc2cc(Cl)c(Cl)cc2N(O)N1c1cc(Cl)cc(Cl)c1 | 7 | -17 | -8 | 1.2 | 17 | -2 | 5 | 11 | -2
Cc1ccc(C)c(S(=O)(=O)Nc2cc(SCC(=O)O)c(O)c3ccccc23)c1 | -4 | 7 | 8 | 0.8 | 1 | / | 4 | / | -5
CCN(CC)CCCNS(=O)(=O)c1ccc(OC)cc1 | 1 | -7 | -12 | 0.5 | 26 | 9 | 4 | 9 | -7
Cc1ccccc1-c1nnn(CC(=O)c2ccc(S(=O)(=O)N3CCCC3)cc2)n1 | -7 | 1 | -6 | 2.7 | 10 | 9 | 1 | 6 | -1
C=C(C)C(=O)Nc1ccc2nn(-c3ccccc3O)nc2c1 | / | -8 | 5 | 2.1 | 14 | -2 | 6 | 2 | 0
NC(=O)c1ncn([C@@H]2O[C@H](CNCc3cc(Br)ccc3OCc3ccccc3)[C@@H](O)[C@H]2O)n1 | / | -23 | -17 | 0.4 | 30 | -38 | 18 | 4 | -2
Cc1cc(N2CCCC2=O)cc(C)c1CN1C(=O)c2ccccc2C1=O | 5 | -4 | -9 | 0.6 | 1 | -7 | 6 | 8 | 0
CCCCOC(=O)C1=C(C)NC(=O)NC1c1ccccc1 (stereo unspecified) | -6 | 9 | 5 | 0.7 | 3 | -2 | 0 | -2 | -9
CCCCn1c(N)c(N(CC(C)C)C(=O)CSc2n[nH]c(-c3ccc(C)cc3)n2)c(=O)[nH]c1=O | -13 | 6 | 4 | 0.0 | 5 | -23 | 0 | 1 | -2
Cc1cccc(N(C)C(=O)COc2cc(=O)n(C)c3ccccc23)c1 | -12 | -7 | -16 | 0.5 | 17 | -34 | -1 | 2 | -3
CCOc1cc(/C=N\NC(=O)c2ccc(NC(=O)C(C)(C)C)cc2)ccc1OC(=O)c1ccc(C)cc1 | -10 | -4 | 4 | 0.3 | 8 | -11 | 4 | 4 | -3
CCOc1cc(N2CCOCC2)c(OCC)cc1NC(=O)c1ccc(S(=O)(=O)N(C)C)cc1 | -12 | -4 | -8 | 0.8 | 14 | -15 | 5 | 1 | -3
C[C@H](NC(=O)c1nc[nH]c1C(=O)NCc1ccccc1)c1ccccc1 | -18 | 2 | -18 | 0.2 | 11 | 20 | 1 | 20 | -4
C[C@@H]1CN([C@@H](C)CO)C(=O)CCCn2nncc2CO[C@@H]1CN(C)S(=O)(=O)c1ccc(-c2ccccc2)cc1 | / | -14 | -22 | 0.4 | 25 | 7 | 8 | -2 | -8
CC(C)OC(=O)c1ccc(NC(=O)c2cncc(Br)c2)cc1 | -13 | 4 | -3 | 9.2 | 11 | 65* | -6 | 20 | -1
NC(=O)C1CCN(C(=O)CN2CCCc3ccccc32)CC1 | -4 | -16 | -8 | 0.0 | -3 | 0 | 11 | 11 | -5
C=C(C)CSC1=C(C#N)C(c2ccccc2Cl)CC(=O)N1 (stereo unspecified) | / | 6 | 0 | 0.7 | 8 | 5 | -6 | 7 | -6
CCCn1nnc(NC(=O)c2cc3ccccc3o2)n1 | -4 | -8 | -8 | 1.0 | 23 | -3 | 8 | 2 | -5
Nc1c2c(nc3c1CCCC3)CCCC2 (tested in a mixture with another compound) | -1 | -4 | -6 | 1.2 | 13 | -17 | 6 | 9 | -10
CC(C)n1nc(C(=O)OCC(=O)N2CC(=O)Nc3ccccc32)c2ccccc2c1=O | -15 | 2 | -20 | 1.4 | 15 | -50 | 7 | 6 | -3
CCCCCCn1c(N2CCCC2)nc2c1c(=O)[nH]c(=O)n2C | -23 | -17 | -13 | 1.1 | 26 | 3 | 19 | 4 | -4
O=C(NCc1cccs1)c1nc2ncccn2n1 | 12 | -6 | -5 | 0.1 | 12 | -11 | 7 | 10 | -2

Source: PubChem (The Scripps Research Institute Molecular Screening Center)
